Nrf2 inh: inhibitors of Nrf2 signaling; A549 ARE-Fluc reporter, luciferase luminescence, 18-24 h; Potency, µM (highest dose often 46 µM), without a hit: top-dose activity change, negative = inhibition, actives largely listed as inhibitors; 360,000 compounds, 2.1% hits; AID 504444; note: potency is the fitted concentration of half-maximal effect; % is set by controls: 0 for no effect and ±100 for the full control effect; nearly all actives have a fitted effect of over 60% in size
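A549 ARE_Fluc cells, 5000/well, 5% FBS OPTI-MEM; compounds in dose-response, 18-24 h at 37 °C/5% CO2; CellTiter-Fluor viability read (Ex 405/Em 525), then BugLite luciferase luminescence = Nrf2 activity.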
IL2 activator: IL-2 activation | activation, % (series mostly up to about 46 µM) | 360,000 compounds, 0.065% hits | IL-2 activation reporter assay, cell-based qHTS; stimulated with anti-CD3/CD4/CD28 beads; in transgenic mouse T cells; in the data active = activation above about 50%; inconclusive = mostly about 30% to 49%; note: 0% is about no effect
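Unstimulated transgenic mouse T cells; 60-min compound exposure; bead-based TCR/CD4/CD28 stimulation; 18 h culture, 37 degrees C; dual fluorescence (EGFP, DsRed) plate cytometry.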
Nrf2 ARE act: activates Nrf2 signaling | AREc32 ARE-luciferase reporter (MCF7-derived line), luminescence, 24 h | Potency, µM (doses to about 46.1 µM), for the others: top-dose activation, most hits filed as activators | 410,000 compounds, 0.31% hits | AID 624171; note: potency is the fitted concentration of half-maximal effect; % of control where 0% means no effect; nearly all actives have a fitted effect of over 65% in size
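Quantitative high-throughput format: AREc32 reporter cells, 1000 per well, received compound by pin transfer and were incubated 24 hr at 37 deg C, 5% CO2, before Steady-Glo luminescence detection.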
TGFb inhibitor: blocks TGF-b signaling. HepG2 CAGA-GFP TGF-b/SMAD3 reporter, GFP fluorescence, 18 h; TGF-beta stimulated, 500 pg/mL final. Potency, µM (highest dose often 46.1 µM), for the others: top-dose activity, negative = inhibition, actives largely listed as inhibitors. AID 588855. 410,000 compounds, 1.2% hits; note: potency is the fitted concentration of half-maximal effect; % is set by controls: 0 for no effect and ±100 for the full control effect; nearly all actives have a fitted effect of over 65% in size
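Inhibition of TGF-beta-driven CAGA-GFP reporter expression in HEPG2 cells is measured by cellular GFP fluorescence after 18 h stimulation with 500 pg/mL recombinant TGF-beta in 1% FBS medium at 37 degrees C.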
ATXN2 expr inh: inhibitors of ATXN2 expression. HEK-293 ATXN2-luciferase reporter, luminescence, 24 h. Potency, µM (titrated, usually from 57 µM), for inactives: at the highest dose activity change, negative = inhibition, most hits filed as inhibitors. 360,000 compounds, 0.72% hits; note: potency is the fitted concentration of half-maximal effect; % is set by controls: 0 for no effect and ±100 for the full control effect; nearly all actives have a fitted effect of over 55% in size
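qHTS (up to 57 uM final) was run with 24 h compound exposure of reporter cells at 37 °C. Each well was multiplexed: SteadyGlo luminescence measured ATXN2-luciferase expression after a fluorogenic Gly-Phe-AFC viability readout (25 uM final).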
EPAC2 agonist: agonists of human EPAC2 (RAPGEF4) | Q8WZA2 | EPAC2 activation, biochemical qHTS; response scale: 100% = 6.5 mM cAMP response | Potency, µM (series often up to 154 µM), for inactives: top-dose activation, most hits filed as activators | 360,000 compounds, 0.079% hits | AID 720711; note: potency is the fitted concentration of half-maximal effect; nearly all actives have a fitted effect of over 50% in size
Target sequence (Q8WZA2 whole entry, looked up): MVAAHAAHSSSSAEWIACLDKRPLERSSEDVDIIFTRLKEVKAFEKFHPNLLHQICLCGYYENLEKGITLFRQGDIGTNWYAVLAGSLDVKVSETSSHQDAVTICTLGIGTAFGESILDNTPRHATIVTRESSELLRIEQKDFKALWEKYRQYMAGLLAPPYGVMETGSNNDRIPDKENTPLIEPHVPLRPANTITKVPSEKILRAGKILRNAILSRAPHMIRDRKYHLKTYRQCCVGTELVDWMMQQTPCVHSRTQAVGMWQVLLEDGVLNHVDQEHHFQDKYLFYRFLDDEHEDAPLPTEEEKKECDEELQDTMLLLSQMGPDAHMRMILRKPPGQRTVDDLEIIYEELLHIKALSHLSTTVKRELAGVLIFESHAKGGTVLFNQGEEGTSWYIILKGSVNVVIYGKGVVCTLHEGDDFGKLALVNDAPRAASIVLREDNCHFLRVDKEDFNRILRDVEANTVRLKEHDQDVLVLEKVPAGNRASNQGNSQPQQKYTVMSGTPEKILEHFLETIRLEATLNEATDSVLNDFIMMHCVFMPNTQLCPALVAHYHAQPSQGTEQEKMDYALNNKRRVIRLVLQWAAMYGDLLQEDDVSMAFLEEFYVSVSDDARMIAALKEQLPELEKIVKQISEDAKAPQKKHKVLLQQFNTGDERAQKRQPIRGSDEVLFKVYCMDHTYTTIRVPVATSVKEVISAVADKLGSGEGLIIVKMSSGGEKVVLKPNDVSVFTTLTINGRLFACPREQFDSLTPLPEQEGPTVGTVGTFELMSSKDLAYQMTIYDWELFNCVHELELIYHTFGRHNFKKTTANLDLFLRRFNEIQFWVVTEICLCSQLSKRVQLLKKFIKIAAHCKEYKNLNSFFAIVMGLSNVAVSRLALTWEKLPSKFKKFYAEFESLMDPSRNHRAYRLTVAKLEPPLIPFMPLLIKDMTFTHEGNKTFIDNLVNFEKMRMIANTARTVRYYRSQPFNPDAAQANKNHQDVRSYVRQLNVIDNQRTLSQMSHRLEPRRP
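Readout is BODIPY fluorescence (480 nm excitation, 540 nm emission), which falls as labeled GDP is exchanged off Rap1B. EPAC2 at 100 nM acted on 250 nM RAP1B-BODIPY-GDP with 50 uM GDP present.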
HepG2 tox: counter-screen for TGF-b inhibitors: cytotoxicity in HepG2 cells. 410,000 compounds, 0.76% hits. Potency, µM (series often up to 46.1 µM), inactives show at the top dose activity change, negative = cytotoxicity, most hits filed as cytotoxic. HepG2 CAGA-GFP viability, ATP luminescence, 18 h; note: potency is the fitted concentration of half-maximal effect; some results filed as inactive show a strong effect at the top dose
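HepG2 CAGA-GFP cells (1000/well, DMEM with 1% FBS) received compound, then TGF-beta at 500 pg/mL final, and were incubated 18 hours at 37 degrees C. Viability was read by CellTiter-Glo luminescence. Media-only wells were set as complete cell-killing and DMSO as no toxicity.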
A549 viability: counter-screen for Nrf2 inhibitors: cytotoxicity in A549 cells. AID 504648. 390,000 compounds, 0.16% hits. Potency, µM (highest dose often 46 µM), for the others: at the top dose activity change, negative = cytotoxicity, hits mostly inhibitors. A549 ARE-Fluc cells, CellTiter-Fluor viability, 18-24 h; note: potency is the fitted concentration of half-maximal effect; % is set by controls: 0 for no effect and ±100 for the full control effect
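Cytotoxicity counterscreen: CellTiter-Fluor fluorescence was measured in A549 ARE_Fluc cells after 18-24 h of compound exposure in a concentration series. The subsequent BugLite luminescent read reports ARE-luciferase activity.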
S2 tox: viability counter-screen for ATXN expression inhibitors; S2 cells (HEK-293 line with an ATXN2-luciferase reporter) viability, CellTiter-Fluor protease fluorescence, 24 h; Potency, µM (series often up to 56.7 µM), hits mostly cytotoxic; 400,000 compounds, 0.49% hits; AID 651635; note: potency is the fitted concentration of half-maximal effect; nearly all actives have a fitted effect of over 40% in size
Starred values were filed as active, the others as inactive; i = inactive; u = inconclusive; x = not tested or not shown; [ ] = another dose, or the depositor's remark. Unless noted, calls come from the whole dose curve; as a rule, active = well fitted curve in the direction sought with a large enough effect; inconclusive = small, poorly fitted or top-dose-only effect, or another doubt; inactive = no such curve, though single readings can be large; an effect the other way counts as inactive or inconclusive. Compounds were not picked by outcome (roughly 4.3% active in at least one column).

Preview:
SMILES | Nrf2 inh | IL2 activator | Nrf2 ARE act | TGFb inhibitor | ATXN2 expr inh | EPAC2 agonist | HepG2 tox | A549 viability | S2 tox
O=C(Cn1nnc(-c2ccccc2-n2cnnn2)n1)NCc1ccccc1 | 0% | -1.2 | -0.3% | -5% | 11% | 4% | -17% | 5% | i
N#CCCN(C(=S)Nc1ccc(S(=O)(=O)N2CCOCC2)cc1)c1ccccc1F | -16% | -0.8 | -0.3% | 19% | -6% | 16% | -8% | 7% | i
CCCc1cc(=O)oc2c(C)c(OC(C)C(=O)NCc3ccccn3)ccc12 (stereo not given) | 2% | 1.1 | -0.4% | 4% | x | 2% | -19% | 2% | i
Cc1ccc2nc(SCC(=O)Nc3cc(C(F)(F)F)ccc3N3CCOCC3)[nH]c2c1 | u | -0.5 | 3.7% | 10µM* | -20% | -9% | -20% | u | u
CCN(CC)C(=O)Cn1cc(C(=O)C(=O)NCCCN2CCCCC2)c2ccccc21 | 6% | -0.3 | -0.3% | -3% | -5% | 5% | 0% | -3% | i

All compounds of this part, previewed entries included:
SMILES | Nrf2 inh | IL2 activator | Nrf2 ARE act | TGFb inhibitor | ATXN2 expr inh | EPAC2 agonist | HepG2 tox | A549 viability | S2 tox
O=C(Cn1nnc(-c2ccccc2-n2cnnn2)n1)NCc1ccccc1 | 0% | -1.2 | -0.3% | -5% | 11% | 4% | -17% | 5% | i
N#CCCN(C(=S)Nc1ccc(S(=O)(=O)N2CCOCC2)cc1)c1ccccc1F | -16% | -0.8 | -0.3% | 19% | -6% | 16% | -8% | 7% | i
CCCc1cc(=O)oc2c(C)c(OC(C)C(=O)NCc3ccccn3)ccc12 (stereo not given) | 2% | 1.1 | -0.4% | 4% | x | 2% | -19% | 2% | i
Cc1ccc2nc(SCC(=O)Nc3cc(C(F)(F)F)ccc3N3CCOCC3)[nH]c2c1 | u | -0.5 | 3.7% | 10µM* | -20% | -9% | -20% | u | u
CCN(CC)C(=O)Cn1cc(C(=O)C(=O)NCCCN2CCCCC2)c2ccccc21 | 6% | -0.3 | -0.3% | -3% | -5% | 5% | 0% | -3% | i
Cc1ccc(NC(=O)Cn2cccc2C2=NC(c3ccccc3)CO2)cc1C (stereo not given) | 13% | -2.5 | 0.5% | -19% | 2% | 0% | -44% | 7% | i
O=C(COc1ccc(S(=O)(=O)N2CCCCC2)cc1Cl)N1CCCC1 | -4% | 0.1 | 4.3% | 0% | 6% | 4% | -8% | 2% | i
CCCc1cc(=O)oc2c(C)c(OS(C)(=O)=O)ccc12 | 2% | -3.3 | 0.3% | -8% | 8% | -5% | -1% | 0% | i
CN(C)C(CNC(=O)c1cccc(OC(F)F)c1)c1ccco1 (stereo not given) | 8% | 2.3 | 27% | 0% | 9% | 10% | 0% | 2% | i
Cc1ccc(CCNC(=O)C2CCN(S(=O)(=O)N3CCC4(CC3)OCCO4)CC2)cc1 | -20% | -0.6 | -1.1% | -5% | -3% | 6% | -10% | -2% | i
O=C1Nc2ccccc2C1c1ncc(C(F)(F)F)cc1Cl (stereo not given) | -19% | 1.6 | 2.5% | -13% | x | 4% | -15% | 0% | u
CN(Cc1c(C(=O)N/N=C/c2ccccc2O)nnn1-c1nonc1N)C1CCCCC1 | x | 0.1 | -2.6% | u | x | 5% | -97% | x | i
COc1ccc(S(=O)(=O)N(C(C)=O)c2ccc(OC(C)=O)c3ccccc23)cc1[N+](=O)[O-] | 4% | 0.1 | -2.8% | u | x | 15% | -125% | 12% | u
CC(=O)c1cccc(NS(=O)(=O)c2ccc(NC(=O)N3CCCCC3)cc2)c1 | 8.2µM* | -4.6 | 0.3% | -16% | -18% | 6% | 6% | -13% | u
COc1ccc(-c2noc(CCC(=O)NCC3CCN(Cc4cccc(C)c4)CC3)n2)cc1 | u | -0.7 | 2.5% | -5% | -14% | -9% | 1% | -5% | u
CC(C)(C)c1ccc(C(CC(=O)O)NC(=O)Cc2ccccc2)cc1 (stereo not given) | -6% | -0.1 | -0.6% | 7% | 1% | 4% | 11% | -9% | i
Cc1cc(C(=O)OCC(=O)c2ccccc2)c2ccccc2n1 | 5% | -4.4 | -0.3% | -1% | -6% | -3% | 3% | -1% | i
CCCCn1c(N)c(N(CC(C)C)C(=O)c2cc(-c3ccco3)nc3ccccc23)c(=O)[nH]c1=O | 3% | 2.2 | 27% | -4% | 3% | 2% | -3% | 2% | i
COc1ccc2cc(CN(CC3CCCO3)C(=O)Nc3ccccc3OC)c(=O)[nH]c2c1 (stereo not given) | u | 2.4 | -0.9% | -7% | -30% | -5% | 1% | -19% | u
O=C(CCc1nc(-c2ccccc2)no1)NC1CCCCCC1 | u | -0.3 | -0.6% | -12% | 4% | 7% | -2% | 1% | i
O=C(CCNC(=O)Cn1ccc2ccccc2c1=O)NCCCN1CCOCC1 | 15% | 0.1 | 0.4% | -2% | x | 10% | -8% | 0% | i
Cc1ccc(S(=O)(=O)N(C)C)cc1NC(=S)N1CCN(Cc2ccc3c(c2)OCO3)CC1 | u | -2.5 | 0.5% | -13% | x | 9% | -9% | 4% | i
CC(C)c1ccc(NC(=O)[C@@H](NC(=O)N2CC(=O)Nc3ccccc32)C(C)C)cc1 | u | -3.9 | 0.1% | -16% | 5% | -4% | 6% | u | i
O=C(COC(=O)C1C2CC3OC(=O)C1C3C2)Nc1cccc(Cl)c1 (stereo not given) | -14% | -0.2 | -0.6% | 0% | -1% | 2% | 11% | -2% | i
C/C(=N\NC(=O)c1ccc(Cl)cc1)c1ccc(N2CCOCC2)cc1 | -8% | -2.0 | -0.5% | 0% | 1% | 11% | 8% | 3% | i
O=C(CCN1C(=O)C2C3C=CC(C3)C2C1=O)NCCN1CCCc2ccccc21 (stereo not given) | 22% | 0.3 | 0.5% | 15% | 5% | 3% | -6% | -3% | u
Cc1ccc2c(c1)c(/C=C/c1cc[n+](C)cc1)c(C)n2C | 3.7µM* | 3.9 | -2.2% | 165%[activator] | x | u | -17% | u | i
COc1cccc(NC(=S)N2CCN(C/C=C/c3ccccc3)CC2)c1 | u | -4.0 | 3.1% | -21% | -16% | 9% | 7% | -6% | i
CC12CC(c3ccccc3O1)C(C(=O)NCc1ccccc1)C(=O)N2 (stereo not given) | 1% | -1.0 | -0.3% | 1% | 2% | 4% | 3% | 6% | i
Cc1ccccc1OCc1nnc(SCc2cc(=O)[nH]c3ccccc23)o1 | -28% | -2.0 | 0.5% | -8% | -10% | 9% | -26% | 1% | i
CCOC(=O)N1CCN(C(=S)Nc2cc(OC)c(OC)cc2C(=O)OC)CC1 | -1% | -1.7 | 0.5% | -1% | -4% | 7% | -19% | 2%[1.84 µM] | i
Nc1ncnc(Nc2ccccc2C(F)(F)F)n1 | 30% | 0.6 | 0.4% | -15% | 5% | 2% | 13% | 14% | i
Cc1ccc(NS(=O)(=O)c2c(C(=O)N3CCCCCC3)c(C)n(C)c2C)cc1F | -13% | x | -0.1% | -9% | -11% | x | -12% | -1% | i
Cc1cc(CN(C)C(=O)c2ccc(OC3CCN(CCc4ccccc4)CC3)cc2)on1 | -9% | -1.9 | 0.3% | 0% | -11% | 1% | -18% | -13% | u
CCOC(=O)Cc1csc(NC(=O)CN2CCN(c3ccccc3)CC2)n1 | -8% | -0.5 | -0.2% | -29% | -3% | 10% | -6% | -6% | x
Cc1ccc2c(CN3C(=O)NC(C)(c4ccc5c(c4)OCO5)C3=O)cc(=O)oc2c1 (stereo not given) | u | -1.1 | -0.1% | 5% | -30% | 22% | -10% | -2%[1.84 µM] | i
O=C(Nc1ccccc1)OCCc1ccccc1 | x | -0.3 | 3.4% | 9% | 95%[activator] | 11% | -15% | x | i
O=CNc1ccc(OC(=O)c2cncc(Br)c2)cc1 | -3% | 0.7 | 0.4% | -3% | -6% | 4% | 6% | -4% | i
Cc1ccc(-c2c(C#N)c(N)nc3c2CCCCC3)cc1 | -1% | -2.4 | -0.2% | 2% | 1% | 6% | -3% | 4%[1.84 µM] | i
COc1ccc(CNS(=O)(=O)c2ccc3c(c2)C(C)(C)C(=O)N3C)cc1 | 6% | -1.1 | -1.0% | 1% | 3% | 3% | -2% | 0% | i
Cc1nc(CN(C)Cc2nc(Cc3cccc(F)c3)no2)cs1 | 14% | -3.5 | 0.0% | -5% | 4% | 6% | -11% | 4% | i
CCCCc1c(-c2ccc(Cl)cc2)ncn1CCc1ccccc1OC | x | -0.9 | -0.5% | x | u | 1% | x | x | x
O=C1/C(=C/c2ccccn2)SC(=S)N1c1ccc(O)cc1 | 1% | 0.8 | 13% | u | x | 10% | -16% | -16% | i
CCOC(=O)N1CCN(C(=O)C(C)N(c2ccccc2)S(C)(=O)=O)CC1 (stereo not given) | -9% | 1.5 | -0.2% | 0% | -22% | 3% | 0% | -1% | i
Cc1cc(N2CCOCC2)ccc1/C=C\[N+](=O)[O-] | -9% | -5.2 | -1.6% | 11µM* | u | 8% | 18µM* | u | u
O=C(c1ccco1)N(Cc1cccc(F)c1)C1CCS(=O)(=O)C1 (stereo not given) | 11% | -2.2 | 0.0% | 18% | 9% | -1% | -11% | 1% | i
Cc1ccc(N(C)S(=O)(=O)c2cccc(C(=O)NCCCN3CCCC3=O)c2)cc1 | u | 0.5 | -0.5% | 11% | x | 10% | -2% | 2% | i
CCN(CC)C(=O)CSCc1cnn(-c2ccccc2)c1-n1cccc1 | -32% | -1.7 | -0.8% | -9% | -9% | 4% | -1% | -2% | i
COc1ccccc1CCNC(=O)C(C)Sc1nc(-c2ccccc2)cc(C(F)(F)F)n1 (stereo not given) | -18% | x | -0.2% | -10% | -7% | x | -44% | -8% | i

Source: PubChem
